m5-HT2A agonist: mouse HTR2A agonism via beta-arrestin recruitment. P35363. CHO-K1 mHTR2A beta-arrestin complementation, luminescence; percent of 30 µM serotonin response. activation, % at 7.6 µM. 360,000 compounds, 0.66% hits. AID 624169;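 active means activation above a run cutoff, the mean activation of all tested compounds plus 3 SD, cut at about 14% in these data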;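 further: 0% = plate median of compound wells and 100% = 30 µM serotonin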
Target sequence (P35363 whole entry, looked up): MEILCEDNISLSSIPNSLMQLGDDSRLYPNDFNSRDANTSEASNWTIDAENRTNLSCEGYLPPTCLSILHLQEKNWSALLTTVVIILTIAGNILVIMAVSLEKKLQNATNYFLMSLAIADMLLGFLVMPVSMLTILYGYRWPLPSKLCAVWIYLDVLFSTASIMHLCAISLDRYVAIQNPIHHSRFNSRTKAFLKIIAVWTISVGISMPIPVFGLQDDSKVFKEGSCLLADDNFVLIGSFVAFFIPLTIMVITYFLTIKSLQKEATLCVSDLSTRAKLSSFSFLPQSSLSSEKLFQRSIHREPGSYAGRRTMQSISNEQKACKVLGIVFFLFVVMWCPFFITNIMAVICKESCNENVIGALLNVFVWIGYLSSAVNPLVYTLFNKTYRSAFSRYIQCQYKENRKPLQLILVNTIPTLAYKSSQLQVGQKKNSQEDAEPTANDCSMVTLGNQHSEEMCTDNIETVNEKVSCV
MC4R barr agon: activates human MC4R beta-arrestin recruitment. 360,000 compounds, 0.98% hits. AID 540308. U2OS MC4R beta-arrestin complementation, luminescence; percent of melanotan II response, DMSO zero. P32245. activation, % at 8.9 µM;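 active means activation above a per-plate cutoff, the mean activation of sample wells on that plate plus 3 SD, cut at about 8% in these data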
Target sequence (P32245 whole entry, looked up): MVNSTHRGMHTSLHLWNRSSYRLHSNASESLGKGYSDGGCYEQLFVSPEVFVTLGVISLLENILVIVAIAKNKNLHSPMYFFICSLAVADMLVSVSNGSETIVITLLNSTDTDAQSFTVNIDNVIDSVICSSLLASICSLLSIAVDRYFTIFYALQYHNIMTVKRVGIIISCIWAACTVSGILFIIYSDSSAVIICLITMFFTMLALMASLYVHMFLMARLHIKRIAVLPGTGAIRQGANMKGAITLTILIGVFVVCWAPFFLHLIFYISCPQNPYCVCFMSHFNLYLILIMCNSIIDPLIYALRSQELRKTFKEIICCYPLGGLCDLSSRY
CaV13 ICDI inh: Primary screen for inhibitors of IQ motif and Ca2+-dependent inactivation inhibitor domain binding in CACNA1D, Förster resonance energy transfer in living cells, … | HEK cells, CFP/YFP FRET ICDI-IQ, plate reader, 10 min; percent FRET-ratio fall versus neutral wells | inhibition, % at 12.3 µM | 340,000 compounds, 0.098% hits | AID 743397;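 active means mean replicate inhibition of at least 30% and at least 1% of replicates passing that level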;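 further: 0% = median of the neutral control wells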
ABCB6 inh 2: blocks the human ABCB6 transporter; Q9NP58; K562-ABCB6 porphyrin accumulation, flow cytometry, 1 h; active compounds read low; fluorescence ratio to DMSO, % at 10 µM; 360,000 compounds, 0.19% hits; AID 602162;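 active means fluorescence ratio to DMSO below 75%, the collection mean minus 3 SD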;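 further: signal is porphyrin accumulated inside mitochondria; 100% equals median channel fluorescence of DMSO control wells; lower ratio means ABCB6 inhibition with less porphyrin fluorescence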
Cardio protect: modulators protecting cardiomyocytes from myocardial damage; H9c2 cardiomyocytes, H2O2 injury protection, ATPLite, 2 h; protection from H2O2 cell death, % at 20 µM; 360,000 compounds, 0.63% hits;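 active means compounds giving at least 50% protection of heart cells from peroxide-induced death in the single-dose screen, raw or plate-pattern-corrected value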;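 further: 0% = DMSO wells with peroxide and 100% = DMSO wells without peroxide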
N-glyco inh: N-linked glycosylation inhibition; D54 ERlucT glycosylation luciferase reporter, 24 h; percent of 100 nM tunicamycin response; reporter increase, % at 12.5 µM; 360,000 compounds, 0.23% hits; AID 588692;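 active means mean luciferase reporter signal, scaled so untreated is 0 and the glycosylation-blocking control 100, at or above a set limit in every replicate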;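 further: luciferase carries N-glycosylation sites so blocking glycosylation raises the light; 0% = median of neutral control wells and 100% = median of 100 nM tunicamycin wells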
MC4R antag cAMP: antagonists of human melanocortin 4 receptor (MC4R) | P32245 | MC4R-expressing cells, MTII-stimulated cAMP, LANCE TR-FRET | inhibition, % at 6.5 µM | 360,000 compounds, 0.48% hits | AID 540295;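 active means inhibition above its plate's cutoff, the mean of tested wells on that plate plus 3 SD, cut at about 29% in these data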;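 further: 0% = Melanotan II alone and 100% = Melanotan II plus saturating MCL0020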
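material = U2OS cells stably expressing human melanocortin 4 receptor (MC4R) | also added = Melanotan II challenge | dosing = single nominal compound dose of 6.5 µM | detection = TR-FRET with Eu-cAMP and labeled anti-cAMP, 671 nm | replication = singlicate | timing = compound 30 min, challenge 1 h, detection 1 h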
Vif inh: HIV Vif inhibition | AID 602346 | inhibition, % at 7.49 µM | HEK293T cells, Vif self-association by quenched fluorescence, imaging, 24 h | 340,000 compounds, 0.35% hits; in the data active means inhibition above about 50%, passing the limit was not always enough; further: some results filed as inactive read as strong as hits
aDG glyco up: alpha-DG glycosylation activation; Pro5-aDG cells, alpha-DG glycosylation AlphaScreen (IIH6); 0% Pro5, 100% B10-LARGE cell signal; activation, % at 10 µM; 360,000 compounds, 0.22% hits;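 active means activation of at least 8% versus controls, or a plate z-score of at least 8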;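 further: Pro5 are CHO cells carrying HIG-tagged alpha-DG that lacks glycosylation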
PDI turbidity: blocks human protein disulfide isomerase activity. P07237. PDI insulin aggregation turbidity, A650, 90 min. inhibition, % at 10 µM. 350,000 compounds, 0.052% hits. AID 588391;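 active means mean inhibition across replicates of 30% or more, whatever share of single replicates reach that level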;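 further: absorbance from insulin aggregation driven by PDI reduction with DTT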
* = called active by the depositor; · = no result given.

SMILES	m5-HT2A agonist	MC4R barr agon	CaV13 ICDI inh	ABCB6 inh 2	Cardio protect	N-glyco inh	MC4R antag cAMP	Vif inh	aDG glyco up	PDI turbidity
CC(C)CC1NC(=O)N(CC(=O)N2c3ccccc3NC(=O)C2(C)C)C1=O (configuration not stated)	-3	0.3	1	91	3	1	-2	8	-0.3	-2
O=C(c1ccc(F)cc1)N(NC(=O)C(O)(c1ccccc1)c1ccccc1)c1ccccc1	8	-0.7	2	101	14	-4	8	-1	0.4	5
COc1ccc(C(=O)NCC(=O)OCC(=O)N2CCN(S(=O)(=O)c3ccccc3)CC2)cc1	3	2.6	-4	99	9	1	-1	11	-0.1	11
N#CCSc1nnc(SCC#N)s1	-2	1.4	-7	97	0	2	11	15	0.3	3
COC(=O)C1=C(C)NC2=C(C(=O)CCC2)C1c1cccc(C)n1 (configuration not stated)	8	-0.4	-7	102	6	0	4	2	-0.1	9
CSC1=C(C#N)C(=O)NC(c2ccc(Cl)cc2)S1 (configuration not stated)	2	-2.0	-5	98	0	1	14	0	0.1	0
O=P(c1ccccc1)(c1ccccc1)N(c1ccccc1)c1ccccc1	-1	3.1	-6	95	2	-3	15	7	0.0	-2
COC(=O)c1nn(-c2ccc(C)cc2)c2nnc(Cc3ccccc3)c(=O)n12	2	0.3	-2	95	-2	2	4	7	-0.3	-5
CCN(CC(=O)Nc1c(F)cccc1F)C(=O)Cc1c(C)nc2ccccc2c1C	8	2.9	-6	99	-6	-2	9	-2	0.1	-8
Cc1[nH]c2ccccc2c(=O)c1CN1CCCCC1	-1	-1.3	-5	99	-1	2	-8	16	-0.3	-1
Cc1cc(Nc2ccccc2)n(CCC#N)n1	1	-2.4	·	93	-3	1	1	-44	-0.1	-1
CCCC(=O)OCC(=O)NCc1ccc(Cl)cc1	-5	-1.8	-2	101	0	1	19	-3	0.3	-2
COc1ccc(CCNC(=O)COC(=O)Cc2ccc(OC)cc2)cc1	4	-2.7	-2	95	-8	3	-4	-7	-0.1	15
O=C(O)c1ccccc1-c1ccccc1C(=O)Nc1ccc2c(c1)C(=O)c1ccccc1-2	-1	-2.1	-6	98	4	2	1	7	-0.2	-3
COc1cccc(CN2CC(C(=O)NCCn3ccc(C)n3)CCC2=O)c1 (configuration not stated)	7	1.4	-2	101	-1	2	7	-1	-0.3	-1
CCOC(=O)c1oc2cc(O)ccc2c(=O)c1-c1ccccc1OC	-6	-1.6	-7	97	16	0	-4	0	0.2	6
O=C(Nc1ccc(Cl)cc1)Nn1cnnc1	-1	-2.0	-12	94	-4	0	4	1	0.0	-7
CCOC(=O)C1CCCN(C(=O)C2CC(=O)N(c3ccc(C)cc3)C2)C1 (configuration not stated)	7	-1.5	-7	101	8	2	-3	13	0.2	12
COc1cc(CN(C)C(=O)C2CCN(S(=O)(=O)c3cccs3)CC2)ccc1OC(F)F	-6	-1.0	-5	98	0	-4	4	4	0.2	0
Cc1nc(SCc2nc3ccc(C(=O)c4ccccc4)cc3[nH]2)c2oc3ccccc3c2n1	12	-2.0	-6	106	2	-2	11	4	0.3	4

2 successive entries out of the list so far, quoted:
SMILES	m5-HT2A agonist	MC4R barr agon	CaV13 ICDI inh	ABCB6 inh 2	Cardio protect	N-glyco inh	MC4R antag cAMP	Vif inh	aDG glyco up	PDI turbidity
COc1cc(CN(C)C(=O)C2CCN(S(=O)(=O)c3cccs3)CC2)ccc1OC(F)F	-6	-1.0	-5	98	0	-4	4	4	0.2	0
Cc1nc(SCc2nc3ccc(C(=O)c4ccccc4)cc3[nH]2)c2oc3ccccc3c2n1	12	-2.0	-6	106	2	-2	11	4	0.3	4

Additional results follow.
SMILES	m5-HT2A agonist	MC4R barr agon	CaV13 ICDI inh	ABCB6 inh 2	Cardio protect	N-glyco inh	MC4R antag cAMP	Vif inh	aDG glyco up	PDI turbidity
CC(C)(C)c1ccccc1NC(=S)NC1CCCCC1	1	-2.7	-20	99	-10	-4	-4	-6	1.6	4
COC(=O)C1Cc2ccccc2CN1S(=O)(=O)c1ccc(C)cc1 (configuration not stated)	-4	1.4	7	103	-6	-2	24	0	0.0	1
Clc1ccc(CNc2nc(N3CCOCC3)nc(N3CCOCC3)n2)cc1	1	2.7	-4	11*	-3	-1	-6	-14	-0.2	2
Cc1cccc(-n2ncc3c(N(C)Cc4ccccc4)ncnc32)c1	3	0.3	-6	94	-11	-3	-3	-3	0.3	15
C=CCN1C(=O)C2(C(C(=O)c3ccc(C)o3)=C(O)C(=O)N2CCCN2CCOCC2)c2ccccc21 (configuration not stated)	-1	0.1	-5	104	20	3	1	8	0.1	5
Cc1ccc(OCc2nnc(SCC(=O)Nc3ccc4c(c3)OCO4)n2C)cc1	5	0.3	-6	102	-1	3	-1	10	-0.3	-12
CCOc1ccc(CN2CCNC(=O)C2CC(=O)NCc2ccccn2)cc1 (configuration not stated)	-3	-3.6	-4	98	0	0	1	10	0.1	2
COC(=O)Cc1ccc(NC(=S)N2CCN(C)CC2)cc1	2	-3.6	-1	99	-6	4	12	-2	-0.3	-3
C=CCn1c(SCC(=O)N2CCOCC2)nc2c([nH]c3ccccc32)c1=O	0	-1.0	-9	98	4	3	-31	-4	-0.1	1
C/C(=N\NC(=O)c1ccc(O)cc1)c1ccc(N2CCOCC2)cc1	-3	0.3	-4	95	5	3	0	-4	-0.1	4
CCC1(C(=O)OC)CCc2c(cc(OC)c3ccccc23)C1=O (configuration not stated)	-3	-0.8	-16	98	-4	-1	3	3	-0.1	-3
COc1ccc(C(=O)N/N=C(\C)c2ccccn2)cc1OC	-10	-2.9	·	95	49	-19	-8	0	-0.3	-8
O=C(CCCc1ccccc1)NCCS(=O)(=O)N1CCN(c2ccc(F)cc2)CC1	-8	-1.1	-15	97	-3	-4	3	-5	0.2	-4
Cc1cc(C)cc(-n2c(C)cc(/C=N/NC(=O)CN(c3c(C)cccc3C)S(C)(=O)=O)c2C)c1	-2	1.5	·	113	-12	-3	0	11	0.1	3
CC1CCCN(CC(O)COc2ccc(Cl)cc2)C1 (configuration not stated)	-4	-0.1	-8	89	0	0	1	-1	0.3	-3
C/C(=N\NC(=O)c1ccc(Cl)c(S(=O)(=O)Nc2ccccc2Cl)c1)c1ccncc1	0	-0.7	-7	99	10	0	7	6	0.1	-7
CCc1cccc(NC(=O)c2ccc(Cn3nc(C)cc3C)o2)c1	4	7.4	-3	103	-3	0	-6	7	0.2	1
COCCNc1cc(-c2ccccc2)nc2cc(-c3cccc(F)c3)nn12	4	-2.0	0	97	11	-2	10	-12	0.3	1
Cc1ccc(NC(=O)c2c(-c3c(F)cccc3Cl)noc2C)cc1F	3	3.0	-5	100	-6	-1	5	-26	-0.1	0
CCN(CC)C(=O)c1csc(COCCO)n1	4	-1.1	-6	102	0	3	4	7	-0.1	-7

Some values from the list.
m5-HT2A agonist with CCc1cccc(NC(=O)c2ccc(Cn3nc(C)cc3C)o2)c1 reads 4
m5-HT2A agonist with O=C(CCCc1ccccc1)NCCS(=O)(=O)N1CCN(c2ccc(F)cc2)CC1 reads -8
CaV13 ICDI inh with Cc1ccc(NC(=O)c2c(-c3c(F)cccc3Cl)noc2C)cc1F reads -5
Vif inh with CC1CCCN(CC(O)COc2ccc(Cl)cc2)C1 (configuration not stated) reads -1
Cardio protect with COc1ccc(C(=O)N/N=C(\C)c2ccccn2)cc1OC reads 49
Cardio protect with CCC1(C(=O)OC)CCc2c(cc(OC)c3ccccc23)C1=O (configuration not stated) reads -4

Next results.
SMILES	m5-HT2A agonist	MC4R barr agon	CaV13 ICDI inh	ABCB6 inh 2	Cardio protect	N-glyco inh	MC4R antag cAMP	Vif inh	aDG glyco up	PDI turbidity
Cc1c(C(=O)N2CCN(c3ncccn3)CC2)oc2ccc(Cl)cc12	7	2.1	-19	96	-5	1	6	-24	-0.3	5
COc1ccc(S(=O)(=O)Nc2ccc3c(c2)C(=O)N([C@H](C)CO)C[C@H](C)[C@@H](CN(C)S(=O)(=O)c2c(C)noc2C)O3)cc1	7	0.2	-12	106	12	-2	1	-2	0.3	-2
O=S(=O)(NC1CCN(Cc2ccccc2)CC1)c1ccc(F)c(F)c1	4	-1.0	-6	95	-3	0	1	1	-0.2	5
CC(C)CC(=O)Nc1nnc(SCC(=O)NC2CCCC2)s1	-5	0.4	-11	99	-1	2	14	4	0.2	-1
O=C(N1CCC(n2nc(-c3ccccc3)oc2=O)CC1)C1(c2ccccc2)CC1	5	1.6	·	99	2	-2	4	-4	0.1	-3
C[N+](C)(C)CCCNC(=O)c1ccc(/C=N/O)nc1	-2	-0.4	8	107	2	3	16	1	0.0	3
O=C(O)c1cccc(N/N=C/C2=C(Cl)c3cc(Cl)ccc3SC2)c1	-3	-5.4	-15	92	-19	-8	-1	3	0.2	14
CCOc1ncccc1C(=O)OCc1c(F)cccc1Cl	6	4.9	-19	96	3	-1	-2	-2	0.2	-2
Cc1ccc(NC(=O)C2CCN(S(=O)(=O)c3ccc4[nH]c(=O)oc4c3)CC2)cc1F	-1	0.0	-3	105	1	2	7	-5	0.0	4
Cc1c(Cl)cccc1NC(=S)NN1CCOCC1	-1	0.1	0	105	-1	2	11	-16	-0.2	3

Rewritten as a markdown table: entries from further up.
| Structure | m5-HT2A agonist | MC4R barr agon | CaV13 ICDI inh | ABCB6 inh 2 | Cardio protect | N-glyco inh | MC4R antag cAMP | Vif inh | aDG glyco up | PDI turbidity |
| --- | --- | --- | --- | --- | --- | --- | --- | --- | --- | --- |
| O=C(N1CCC(n2nc(-c3ccccc3)oc2=O)CC1)C1(c2ccccc2)CC1 | 5 | 1.6 | · | 99 | 2 | -2 | 4 | -4 | 0.1 | -3 |
| C[N+](C)(C)CCCNC(=O)c1ccc(/C=N/O)nc1 | -2 | -0.4 | 8 | 107 | 2 | 3 | 16 | 1 | 0.0 | 3 |
| O=C(O)c1cccc(N/N=C/C2=C(Cl)c3cc(Cl)ccc3SC2)c1 | -3 | -5.4 | -15 | 92 | -19 | -8 | -1 | 3 | 0.2 | 14 |

Further results
SMILES	m5-HT2A agonist	MC4R barr agon	CaV13 ICDI inh	ABCB6 inh 2	Cardio protect	N-glyco inh	MC4R antag cAMP	Vif inh	aDG glyco up	PDI turbidity
COc1ccc(C)c(Cn2c(-c3nonc3N)nc3ccccc32)c1	3	12*	-7	102	-8	16	-28	·	-0.1	-2
Cn1c(C(=O)NCCCN2CCOCC2)cc2c(=O)n(C)c3ccccc3c21	6	-0.6	-4	95	13	7	-2	18	0.0	·
O=S(=O)(Nc1ccc(-c2ccc(N3CCOCC3)nn2)cc1)c1ccc(Cl)c(Cl)c1	0	-1.2	-6	94	-6	0	7	-27	0.0	-8
COc1ccc(-n2c(SCC(=O)NCc3ccco3)nc3sc4c(c3c2=O)CCN(C)C4)cc1	5	-3.5	-5	95	-3	-2	-4	-2	0.1	-5
CCOC(=O)c1sc(=N)n(-c2ccc(OC)cc2)c1C	1	3.2	-5	97	-4	-4	6	-12	-0.1	5

High-throughput results (PubChem BioAssay)
